Screens (PubChem BioAssay)
aSyn UTR inh = MLPCN primary screen, SNCA 5' untranslated region | alpha-synuclein 5'UTR reporter, inhibitor activity | inhibition, % (tested at 7.5 µM) | actives 0.82% (n = 300,000) | AID 1813, 2009; in the data active means inhibition above about 60%; inconclusive means no clear call, values can overlap the other calls;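 further: H4 neuroglioblastoma cells stably carrying SNCA 5'UTR luciferase fusion; 0% = DMSO wells and 100% = positive control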
HSF1 inh = HSF1 inhibitors in luciferase reporter cells, primary screen, cell-based, NIH3T3, luminescence; actives 0.77% (n = 300,000); AID 2098, 2009; activity change, negative = inhibition, % at 7.5 µM (by protocol); NIH3T3-HGL HSE-luciferase, MG132-induced, luminescence 8 h; active compounds read low;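 active means more than half of replicate wells show activity change below -50%, luminescence cut by over half; inconclusive means some wells, but at most half, below -50%; inactive means no replicate well below -50%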;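 further: luciferase reports HSF-1 transcriptional activity via heat shock element; 0% = median of DMSO wells and -100% = zero luminescence signal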
GSK3A inh = blockers of GSK3A enzyme activity – biochemical, luminescence, cell-free homogeneous, HTS, primary screen | Glycogen synthase kinase-3 alpha (Homo sapiens), P49840 | GSK-3 alpha kinase, ADP-Glo luminescence, 60 min | inhibition, % at 10 µM | actives 0.1% (n = 320,000);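 in the data active means inhibition above about 50%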;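 further: GST-tagged GSK-3 alpha with peptide substrate and 25 µM ATP; 0% = DMSO neutral wells and 100% = GW8510 positive control wells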
Target sequence (P49840 whole entry, looked up): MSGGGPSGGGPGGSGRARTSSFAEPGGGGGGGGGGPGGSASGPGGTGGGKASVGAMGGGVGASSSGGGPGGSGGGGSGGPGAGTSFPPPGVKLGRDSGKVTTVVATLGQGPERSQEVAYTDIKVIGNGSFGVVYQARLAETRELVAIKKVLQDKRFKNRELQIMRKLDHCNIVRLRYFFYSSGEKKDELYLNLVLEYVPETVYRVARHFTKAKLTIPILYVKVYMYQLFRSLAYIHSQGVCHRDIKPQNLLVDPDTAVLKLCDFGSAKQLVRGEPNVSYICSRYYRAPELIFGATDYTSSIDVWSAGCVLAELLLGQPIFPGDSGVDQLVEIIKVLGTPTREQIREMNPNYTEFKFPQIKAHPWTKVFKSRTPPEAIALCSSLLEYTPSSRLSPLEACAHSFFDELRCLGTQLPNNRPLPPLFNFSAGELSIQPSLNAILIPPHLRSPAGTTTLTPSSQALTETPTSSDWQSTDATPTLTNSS
Platelet DG rel = inhibitors of platelet dense granule secretion, primary screen, cell-based, MLPCN, human platelets. human platelet-rich plasma, SFLLRN dense granule ATP release, luminescence. inhibition, %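 (compounds screened at 7.5 µM in platelet-rich plasma)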. actives 0.22% (n = 300,000);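 active means mean replicate score, as percent of positive control, at or above 50; inconclusive means mean below 50 but at least one replicate at or above 50; inactive means mean and every replicate below 50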
GSK3B inh = human GSK3beta kinase inhibitors, primary screen, biochemical, cell-free homogeneous, HTS; activity score (negative = inhibition), % at 10 µM; actives 0.038% (n = 300,000); Glycogen synthase kinase-3 beta (Homo sapiens), P49841; GST-GSK3beta kinase, ADP-Glo luminescence, 60 min; active compounds read low;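 active means more than half of replicate wells score below -50%, meaning over 50% inhibition versus plate controls; inconclusive means some replicates but at most half score below -50%; inactive means no replicate scores below -50%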;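 further: 0% = median DMSO wells and -100% = median GW8510 positive control wells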
Target sequence (P49841 whole entry, looked up): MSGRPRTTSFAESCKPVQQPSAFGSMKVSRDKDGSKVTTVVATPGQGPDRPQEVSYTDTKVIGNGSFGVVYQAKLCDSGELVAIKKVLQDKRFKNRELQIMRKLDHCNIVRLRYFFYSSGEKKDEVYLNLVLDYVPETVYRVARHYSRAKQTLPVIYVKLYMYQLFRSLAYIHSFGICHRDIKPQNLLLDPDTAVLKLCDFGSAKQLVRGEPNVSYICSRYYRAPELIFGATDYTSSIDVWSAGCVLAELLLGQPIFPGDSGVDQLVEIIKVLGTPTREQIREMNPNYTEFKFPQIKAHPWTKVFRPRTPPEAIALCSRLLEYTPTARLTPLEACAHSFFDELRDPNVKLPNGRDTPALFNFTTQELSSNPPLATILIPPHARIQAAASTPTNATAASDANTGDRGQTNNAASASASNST
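Assay system: GST-tagged human GSK3beta kinase, cell-free; Input: 1.6 ng GSK3beta; Medium: Tris/MgCl2 kinase buffer; Timing: 60 min enzyme reaction, room temperature; Signal: ADP-Glo luminescence quantifying ADP generated by kinase; Evaluation: score relative to plate controls; Benchmarks: DMSO neutral wells and GW8510 at 20 µM as positive.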
HSF1 activator = HSF-1 activators, primary screen, NIH3T3-HGL cells, MG132 stress, luminescence, single point. NIH3T3-HGL HSF-1 luciferase reporter, 8 h; 100% = twice DMSO control signal. activation, % at 9 µM. actives 1.7% (n = 300,000);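 active means mean replicate activation of at least 50% with a set share of replicates each reaching 50%; inconclusive means only one of those two conditions met; inactive means mean below 50% and too few replicates reaching it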;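 further: 0% = median of the neutral control wells and 100% = twice that signal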
Dyrk1A ADPGlo = rat Dyrk1A kinase inhibitors, primary screen, biochemical, single point, plate reader; Dual specificity tyrosine-phosphorylation-regulated kinase 1A (Rattus norvegicus), Q63470; ADP-Glo luminescence, NFATc1 peptide; inhibition, % at 12.5 µM; actives 0.43% (n = 310,000); AID 504441, 2011; in the data active means inhibition above about 50%;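 further: plate controls were vehicle with enzyme for no effect and no enzyme for full effect; many of its hits are not listed in these tables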
HSP90 inh = HSP90 inhibitors, primary screen, cell lysate, luminescence; actives 0.91% (n = 290,000); AID 1789, 2009; inhibition, % at 5.6 µM; Rabbit reticulocyte lysate, luciferase refolding luminescence, 3 h;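 active means inhibition above the screen-wide mean plus 3 SD, computed separately per campaign, cut at about 16% in these data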;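 further: 0% = DMSO wells and 100% = 60 µM geldanamycin wells; inhibitors lower the luminescence because luciferase stays unfolded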
IEC-6 tox = cytotoxicity in IEC-6 intestinal epithelial cells, primary screen, cytotoxicity control for KLF5 inhibitor project, cell-based, luminescence | actives 0.78% (n = 290,000) | inhibition, % at 5 µM | IEC-6 cytotoxicity, luminescence viability | AID 1825, 2009; in the data active means inhibition above about 22%;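 further: 0% = plate median of test compound wells and 100% = cytotoxic reference compound wells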
KLF5 inh = KLF5 expression inhibitors, primary screen, DLD-1 cells, luminescence | DLD-1 KLF5 promoter-luciferase reporter | inhibition, % at 5 µM | actives 0.23% (n = 290,000) | AID 1700, 2009;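 active means inhibition above a per-plate limit of that plate's mean compound inhibition plus 3 SD, cut at about 60% in these data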;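 further: 0% = DMSO wells and 100% = LY294002 at 200 µM; higher means less KLF5 promoter-driven luciferase light; inactives centre near -14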
An asterisk follows results filed as active. An excerpt; count on the stated rates, not on these rows.

For Cc1c(Cl)cccc1NC(=O)CCC(=O)NNC(=O)CCC(=O)O the results were aSyn UTR inh 6, HSF1 inh -2, GSK3A inh -1, Platelet DG rel -5, GSK3B inh 1, HSF1 activator 21, Dyrk1A ADPGlo -1, HSP90 inh -4, IEC-6 tox -4 and KLF5 inh -1.
Screening CC(C)C(=O)Nc1cccc(C(=O)Nc2nnc(C(C)C)s2)c1 returned aSyn UTR inh -120, HSF1 inh 22, GSK3A inh 2, Platelet DG rel -2, GSK3B inh 4, HSF1 activator 32, Dyrk1A ADPGlo -6, HSP90 inh -3, IEC-6 tox -5 and KLF5 inh -185.
For COc1ccc(S(=O)(=O)CCC(=O)N(C)c2ccc(OC)cc2OC)cc1 the results were aSyn UTR inh -9, HSF1 inh -6, GSK3A inh -1, Platelet DG rel -8, GSK3B inh -1, HSF1 activator 0, Dyrk1A ADPGlo 4, HSP90 inh 5, IEC-6 tox 6 and KLF5 inh 14.
`Cc1cc(=O)n2c3ccccc3n(CC(O)CN3CCN(CCO)CC3)c2c1C#N` (stereo unspecified) gave aSyn UTR inh -7, HSF1 inh -1, GSK3A inh 2, Platelet DG rel -3, GSK3B inh -1, HSF1 activator 7, Dyrk1A ADPGlo 3, HSP90 inh 3, IEC-6 tox 4 and KLF5 inh 10.
Screening COP(=O)(OC)c1nc(-c2cccc3ccccc23)oc1NCc1ccccc1 returned aSyn UTR inh 14, HSF1 inh 25, GSK3A inh -1, Platelet DG rel 2, GSK3B inh -1, HSF1 activator 87*, Dyrk1A ADPGlo -5, HSP90 inh -4, IEC-6 tox -8 and KLF5 inh -40.
O=C(Nc1ccc(Cl)cc1)N(C1=NCCC1)c1ccc(OC(F)F)cc1 was read as aSyn UTR inh -25, HSF1 inh 0, GSK3A inh 0, Platelet DG rel 10, GSK3B inh -1, HSF1 activator 40, Dyrk1A ADPGlo -3, HSP90 inh 5, IEC-6 tox 2 and KLF5 inh -4.
CC(=O)C(=Nc1ccc(Cl)cc1Cl)NNc1cccc(Cl)c1 was read as aSyn UTR inh 15, HSF1 inh 15, GSK3A inh 0, Platelet DG rel 7, GSK3B inh 1, HSF1 activator 20, Dyrk1A ADPGlo 9, HSP90 inh 5, IEC-6 tox 12 and KLF5 inh -13.
O=C(c1ccc([N+](=O)[O-])cc1)N1CCc2ccccc21 was read as aSyn UTR inh 0, HSF1 inh 5, GSK3A inh -6, Platelet DG rel -3, GSK3B inh -7, HSF1 activator 2 and Dyrk1A ADPGlo -1.
`COCCn1c(SCc2nc3ccccc3c(=O)[nH]2)nnc1-c1ccncc1` gave aSyn UTR inh -18, HSF1 inh -7, Platelet DG rel -7, GSK3B inh -2, HSF1 activator -3, Dyrk1A ADPGlo 4, HSP90 inh -2, IEC-6 tox -2 and KLF5 inh -15.
CCCn1nc(NC(=O)c2cccs2)c2cc3ccccc3nc21 was read as aSyn UTR inh 24, HSF1 inh -16, GSK3A inh 5, Platelet DG rel -1, GSK3B inh -11, HSF1 activator -27, Dyrk1A ADPGlo 9, HSP90 inh -1, IEC-6 tox -6 and KLF5 inh -12.
Screening CCC(C)(C)NC(=O)C(c1ccc(C)cc1)N(Cc1ccco1)C(=O)Cn1nnc2ccccc21 (stereo unspecified) returned aSyn UTR inh -4, HSF1 inh 6, GSK3A inh -1, Platelet DG rel 0, GSK3B inh 0, HSF1 activator 3, HSP90 inh 1, IEC-6 tox -7 and KLF5 inh -59.
COc1ccc(C(=O)Nc2nnc(SCC(=O)NCc3ccco3)s2)c(OC)c1 was read as aSyn UTR inh 41, HSF1 inh -4, GSK3A inh 0, Platelet DG rel -4, GSK3B inh -5, HSF1 activator 13, Dyrk1A ADPGlo 3, HSP90 inh 43*, IEC-6 tox -5 and KLF5 inh 3.
`Cc1ccccc1C(C(=O)NCc1ccccc1)N(Cc1ccco1)C(=O)c1ccccn1` (stereo unspecified) gave aSyn UTR inh 21, HSF1 inh 7, GSK3A inh -4, Platelet DG rel 13, GSK3B inh 3, HSF1 activator 12, Dyrk1A ADPGlo 6, HSP90 inh 3, IEC-6 tox 9 and KLF5 inh -40.
`Oc1[nH]c2ccccc2c1/C=N/N1CCCCC1` gave aSyn UTR inh -6, HSF1 inh -1, GSK3A inh 7, Platelet DG rel 8, GSK3B inh -3, HSF1 activator -12, HSP90 inh -1, IEC-6 tox 6 and KLF5 inh 6.
For O=C(CCc1nnc2n(Cc3ccc(F)cc3)c(=O)c3ccccc3n12)NCCN1CCOCC1 the results were aSyn UTR inh 0, HSF1 inh 4, GSK3A inh -3, Platelet DG rel 2, GSK3B inh 3, HSF1 activator -2, Dyrk1A ADPGlo 11, HSP90 inh -5, IEC-6 tox 0 and KLF5 inh -11.
Cc1ccc(N(CC(=O)NCc2ccc3c(c2)OCO3)S(C)(=O)=O)cc1 was read as aSyn UTR inh -27, HSF1 inh -10, GSK3A inh 0, Platelet DG rel -4, GSK3B inh 0, HSF1 activator 17, Dyrk1A ADPGlo 4, HSP90 inh 0, IEC-6 tox 3 and KLF5 inh -18.
Screening COc1ccc(-c2cc(C)no2)cc1S(=O)(=O)N(C)Cc1ccco1 returned aSyn UTR inh 20, HSF1 inh -5, Platelet DG rel 16, GSK3B inh 1, HSF1 activator -11, Dyrk1A ADPGlo 2, HSP90 inh 6, IEC-6 tox 9 and KLF5 inh -1.
C[C@H](N=C1NS(=O)(=O)c2ccccc21)C(=O)OCc1cc([N+](=O)[O-])cc2c1OCOC2 was read as aSyn UTR inh 10, HSF1 inh -1, GSK3A inh 0, Platelet DG rel inconclusive, GSK3B inh 0, HSF1 activator -9, Dyrk1A ADPGlo -6, HSP90 inh 3, IEC-6 tox 1 and KLF5 inh -1.
CSc1ncc(C(=O)Nc2ccc(C)cc2C)c(C)n1 was read as aSyn UTR inh -18, HSF1 inh -2, GSK3A inh -2, Platelet DG rel -1, GSK3B inh 0, HSF1 activator -2, Dyrk1A ADPGlo -1, HSP90 inh -1, IEC-6 tox -3 and KLF5 inh -38.
CC(NC(=O)CNC(=O)c1ccco1)c1ccccc1 (stereo unspecified) was read as aSyn UTR inh 7, HSF1 inh 1, GSK3A inh 0, Platelet DG rel 18, GSK3B inh 2, HSF1 activator -6, Dyrk1A ADPGlo -1, HSP90 inh 1, IEC-6 tox 2 and KLF5 inh -42.
For COc1c(O)cccc1[C@@H](O)C1CCN(CCc2ccc(F)cc2)CC1 the results were aSyn UTR inh -1, HSF1 inh -21, GSK3A inh -1, Platelet DG rel 4, GSK3B inh -3, HSF1 activator -34 and Dyrk1A ADPGlo -21.
`O=C(OCc1ccccn1)c1ccc(COc2ccc3ccccc3c2)o1` gave aSyn UTR inh -104, HSF1 inh 20, GSK3A inh -4, Platelet DG rel 1, GSK3B inh -1, HSF1 activator 33, Dyrk1A ADPGlo -5, HSP90 inh 45*, IEC-6 tox 1 and KLF5 inh -129.
For CCC(C)(C)NC(=O)C(c1ccc(OC)cc1)N(C(=O)CCC(=O)Nc1cc(C)on1)c1ccc(OC)c(OC)c1 (stereo unspecified) the results were aSyn UTR inh 14, HSF1 inh -2, GSK3A inh 2, Platelet DG rel 0, GSK3B inh 1, HSF1 activator 3, Dyrk1A ADPGlo 1, HSP90 inh 2, IEC-6 tox 1 and KLF5 inh -30.
For C/C(=N\O)C(C)(C)Nc1ccc(Cl)cc1 the results were aSyn UTR inh 3, HSF1 inh -11, GSK3A inh -1, Platelet DG rel -16, GSK3B inh 0, HSF1 activator -2, HSP90 inh -1, IEC-6 tox -3 and KLF5 inh 2.

Quoted at random: 3 entries already listed, in no set order.
`Oc1[nH]c2ccccc2c1/C=N/N1CCCCC1` gave aSyn UTR inh -6, HSF1 inh -1, GSK3A inh 7, Platelet DG rel 8, GSK3B inh -3, HSF1 activator -12, HSP90 inh -1, IEC-6 tox 6 and KLF5 inh 6.
Screening COc1ccc(-c2cc(C)no2)cc1S(=O)(=O)N(C)Cc1ccco1 returned aSyn UTR inh 20, HSF1 inh -5, Platelet DG rel 16, GSK3B inh 1, HSF1 activator -11, Dyrk1A ADPGlo 2, HSP90 inh 6, IEC-6 tox 9 and KLF5 inh -1.
CC(NC(=O)CNC(=O)c1ccco1)c1ccccc1 (stereo unspecified) was read as aSyn UTR inh 7, HSF1 inh 1, GSK3A inh 0, Platelet DG rel 18, GSK3B inh 2, HSF1 activator -6, Dyrk1A ADPGlo -1, HSP90 inh 1, IEC-6 tox 2 and KLF5 inh -42.

Three structures from above, sorted by heavy-atom count, lowest first.
CC(NC(=O)CNC(=O)c1ccco1)c1ccccc1 (stereo unspecified) was read as aSyn UTR inh 7, HSF1 inh 1, GSK3A inh 0, Platelet DG rel 18, GSK3B inh 2, HSF1 activator -6, Dyrk1A ADPGlo -1, HSP90 inh 1, IEC-6 tox 2 and KLF5 inh -42.
COc1ccc(C(=O)Nc2nnc(SCC(=O)NCc3ccco3)s2)c(OC)c1 was read as aSyn UTR inh 41, HSF1 inh -4, GSK3A inh 0, Platelet DG rel -4, GSK3B inh -5, HSF1 activator 13, Dyrk1A ADPGlo 3, HSP90 inh 43*, IEC-6 tox -5 and KLF5 inh 3.
For CCC(C)(C)NC(=O)C(c1ccc(OC)cc1)N(C(=O)CCC(=O)Nc1cc(C)on1)c1ccc(OC)c(OC)c1 (stereo unspecified) the results were aSyn UTR inh 14, HSF1 inh -2, GSK3A inh 2, Platelet DG rel 0, GSK3B inh 1, HSF1 activator 3, Dyrk1A ADPGlo 1, HSP90 inh 2, IEC-6 tox 1 and KLF5 inh -30.

Additional compounds follow:
CCc1cc2c(N3CCN(c4ccccc4)CC3)ncnc2s1 was read as aSyn UTR inh 12, HSF1 inh 4, Platelet DG rel 5, GSK3B inh -2, HSF1 activator 4, Dyrk1A ADPGlo 10, HSP90 inh 1, IEC-6 tox -1 and KLF5 inh -5.
CCOC(=O)c1cc(C(C)C)sc1NC(=O)COC(=O)c1nccnc1N was read as aSyn UTR inh 28, HSF1 inh -12, Platelet DG rel -1, GSK3B inh 0, HSF1 activator -14 and Dyrk1A ADPGlo 0.
For C1=C(CCNc2ncnc3c2[nH]c2ccccc23)CCCC1 the results were GSK3A inh -1, Dyrk1A ADPGlo 9, HSP90 inh 6, IEC-6 tox 39* and KLF5 inh -35.
Screening CC(C)C(NC(=O)C1CCCCC1)C(=O)NCCc1ccccc1 (stereo unspecified) returned aSyn UTR inh 0, HSF1 inh -1, GSK3A inh -4, Platelet DG rel -11, GSK3B inh 2, HSF1 activator 2, Dyrk1A ADPGlo 0, HSP90 inh 0, IEC-6 tox -2 and KLF5 inh 3.
